# Screening results as filed in PubChem.
# CHRM1 antagonist: human M1 muscarinic receptor antagonists, primary screen, CHO-K1 cells, Fluo-8 calcium fluorescence, 1536-well. CHO-K1 hM1, ACh EC80 antagonist. Muscarinic acetylcholine receptor M1 (Homo sapiens), P11229. 360,000 tested, 1.3% active. AID 588852, 2011. inhibition, % at 3 µM;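 active means percent inhibition above its own plate's cutoff, namely the mean of that plate's compound wells plus 3 SD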;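 further: peak over basal fluorescence ratio during 140 s after agonist addition; 0% = ACh EC80 plus DMSO and 100% = DMSO alone without agonist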
# Target sequence (P11229 whole entry, looked up): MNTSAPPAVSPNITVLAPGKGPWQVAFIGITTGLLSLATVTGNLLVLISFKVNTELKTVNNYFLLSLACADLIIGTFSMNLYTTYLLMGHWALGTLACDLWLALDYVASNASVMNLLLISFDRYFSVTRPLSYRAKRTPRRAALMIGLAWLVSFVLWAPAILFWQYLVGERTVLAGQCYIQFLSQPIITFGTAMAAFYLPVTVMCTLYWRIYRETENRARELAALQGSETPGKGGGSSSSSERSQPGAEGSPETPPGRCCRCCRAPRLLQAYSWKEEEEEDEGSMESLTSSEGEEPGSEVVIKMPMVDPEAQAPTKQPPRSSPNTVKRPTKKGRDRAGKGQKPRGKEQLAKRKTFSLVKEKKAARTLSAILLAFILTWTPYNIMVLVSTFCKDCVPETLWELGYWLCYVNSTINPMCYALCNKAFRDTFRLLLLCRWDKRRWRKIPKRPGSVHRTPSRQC
# CHRM4 agonist: human M4 muscarinic receptor agonists, primary screen, CHO-K1 cells, Fluo-8 calcium fluorescence | 360,000 tested, 0.14% active | activation, % at 3 µM | Muscarinic acetylcholine receptor M4 (Homo sapiens), P08173 | CHO-K1 hM4/Gqi5; vehicle 0%, full acetylcholine response 100%;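 active means activation above the run mean over all test wells plus 3 SD, cut at about 32% in these data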;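 further: peak over basal fluorescence ratio per well then scaled between controls; 0% = DMSO wells and 100% = acetylcholine at EC100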
# Target sequence (P08173 whole entry, looked up): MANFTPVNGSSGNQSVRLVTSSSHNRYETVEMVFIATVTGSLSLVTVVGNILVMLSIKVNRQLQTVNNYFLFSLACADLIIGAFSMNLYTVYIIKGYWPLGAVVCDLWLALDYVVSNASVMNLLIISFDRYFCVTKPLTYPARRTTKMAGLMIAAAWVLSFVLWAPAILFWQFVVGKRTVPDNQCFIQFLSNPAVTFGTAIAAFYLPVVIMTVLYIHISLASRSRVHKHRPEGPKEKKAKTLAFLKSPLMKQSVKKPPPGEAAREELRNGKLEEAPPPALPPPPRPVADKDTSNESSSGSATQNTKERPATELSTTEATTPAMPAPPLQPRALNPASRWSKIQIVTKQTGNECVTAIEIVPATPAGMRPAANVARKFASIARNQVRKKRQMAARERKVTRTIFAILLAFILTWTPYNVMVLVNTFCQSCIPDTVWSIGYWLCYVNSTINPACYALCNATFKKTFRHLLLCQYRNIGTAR
# CHRM1 agonist: human M1 muscarinic receptor agonists, primary screen, Fluo-8 calcium fluorescence, CHO-K1 cells, HTS | 360,000 tested, 0.33% active | CHO-K1 hM1, agonist mode; 0% DMSO, 100% acetylcholine EC100 | Muscarinic acetylcholine receptor M1 (Homo sapiens), P11229 | AID 588814, 2011 | activation, % at 3 µM;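 active means activation above the run's mean compound activation plus 3 SD, cut at about 16% in these data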;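 further: peak over basal fluorescence ratio within a 140 s kinetic read after compound addition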
# CHRM1 PAM: human M1 muscarinic receptor positive allosteric modulators, primary screen, CHO-K1 cells, Fluo-8 calcium fluorescence, 1536-well; CHO-K1 hM1, ACh EC20; 0% = ACh EC20, 100% = maximal ACh; activation, % at 3 µM; 360,000 tested, 0.088% active; in the data active means activation above about 19%, passing the limit was not always enough
# CHO parental Ca: ATP-evoked calcium signal inhibitors, parental CHO, primary screen, counter-screen for OX1R antagonist project, cell-based, fluorescence, Fluo-8 calcium dye. inhibition, % at 5.6 µM. 330,000 tested, 0.63% active. parental CHO-K1, ATP-induced calcium, Fluo-8 fluorescence;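 active means inhibition above that plate's mean sample inhibition plus 3 SD, cut at about 26% in these data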;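 further: 0% = ATP-challenged DMSO wells and 100% = DMSO wells without ATP; some compounds past the cut are filed as inactive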
#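 Test system: untransfected parental CHO cell line. Compound: one dose, 5.6 µM nominal. Detection: intracellular calcium via Fluo-8 no-wash fluorescent dye. Measure: % inhibition. Benchmarks: ATP-challenged DMSO wells low, unchallenged DMSO wells high.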
# OXTR potentiate: human OXTR potentiators, primary screen, fluorescence, CHO-OTR cells, Fluo-8 calcium; Oxytocin receptor (Homo sapiens), P30559; Fluo-8 calcium fluorescence, potentiator mode; 0% = oxytocin EC15, 100% = EC100; activation, % at 3 µM; 320,000 tested, 0.061% active; AID 2445, 2010;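 active means activation above that plate's cutoff, the mean activation of tested compounds plus 3 SD, cut at about 6.6% in these data, passing the limit was not always enough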;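 further: 100% uses oxytocin at 75 nM as the full agonist control; some results filed as inactive read as strong as hits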
#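 Dosing: Single dose, 3.0 µM nominal final compound concentration | Material: Human OTR in CHO cells | Technique: Kinetic Fluo-8 calcium fluorescence | Benchmarks: EC15 oxytocin alone as 0%, 75 nM oxytocin as 100% | Probe or stimulus: Oxytocin at about EC15, sub-maximal agonist stimulus | Incubation: Compound 6 min at room temperature before oxytocin, 100 s read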
# CHRM4 antagonist: human M4 muscarinic receptor antagonists, primary screen, CHO cells, Fluo-8 calcium fluorescence; Muscarinic acetylcholine receptor M4 (Homo sapiens), P08173; CHO-hM4 cells, ACh EC80; inhibition, % at 3 µM; 360,000 tested, 0.73% active;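 active means inhibition above its plate's cutoff, the mean inhibition of sample wells plus 3 SD, cut at about 27% in these data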;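 further: 0% = acetylcholine EC80 with DMSO and 100% = DMSO without agonist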
# CHO-K1 Ca ag: counter-screen for M1 agonists: effect in parental CHO-K1 cells; 360,000 tested, 0.48% active; activation, % at 3 µM; Fluo-8 calcium fluorescence; scaled to maximal ATP response, vehicle zero; AID 602248, 2012; in the data active means activation above about 15%;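 further: untransfected CHO-K1 host cells lacking M1 receptor as counterscreen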
# CHO-K1 Ca antag: nonselective inhibitor or artifact in parental CHO-K1 cells. ATP-induced calcium, Fluo-8 fluorescence. inhibition, % at 3 µM. 360,000 tested, 0.6% active;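 active means inhibition above a per-plate cutoff, the plate's mean sample inhibition plus 3 SD, cut at about 24% in these data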;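 further: 0% = DMSO plus EC80 ATP and 100% = DMSO alone without ATP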
# * marks the source's active call; other numbers are inactive results; . = not tested or not shown.
compound	CHRM1 antagonist	CHRM4 agonist	CHRM1 agonist	CHRM1 PAM	CHO parental Ca	OXTR potentiate	CHRM4 antagonist	CHO-K1 Ca ag	CHO-K1 Ca antag
COc1ccc(Cl)cc1NC(=O)CN(C)C(=O)c1ccc2c(c1)OCCO2	-15	3	-2	12	-6	-4	-2	1.3	-11
CC(C)[C@H](NC(=O)[C@@H]1Cc2ccccc2CN1C(=O)OC(C)(C)C)C(=O)NC1CCCC1	-7	1	-3	2	-25	3	-3	-0.1	-7
O=C(c1cccc2c1C(=O)N(Cc1cccnc1)C2)N1CCN(c2ccccc2)CC1	-34	2	-2	9	-14	-6	8	0.4	-2
O=C(/C=C/Nc1ccc(F)c(Cl)c1)c1ccccc1	-7	1	-6	1	-13	-18	-3	-0.3	-3
CN(C)C(=O)CCc1ccc2c3c([nH]c2c1)[C@]1(C)[C@@H](C(=O)N2CCCCC2)C[C@H](CC(=O)NCC24CC5CC(CC(C5)C2)C4)C(=O)N1CC3	-8	6	-7	8	-21	.	0	3.9	-15
COc1ccc(C)c2sc(NC(=O)c3cccc(N4C(=O)CCC4=O)c3)nc12	-12	1	2	14	-8	-5	0	0.2	7
Cc1ccc(OCC(=O)Nc2ccccc2Sc2ccc(Cl)cc2)c([N+](=O)[O-])n1	1	1	-8	-4	-36	-8	11	0.2	4
COc1ccc(N2Cc3ccccc3C2)cc1Cl	-9	1	-4	8	-9	-2	-10	-0.6	-7
COc1ccc(-c2ccc3c(c2)[C@@H]2C[C@H]4[C@@H](C(=O)N2CC3)[C@H](C)ON4C)cc1	-10	4	-3	3	.	.	-1	2.6	-15
COc1ccc(OCC(O)CNC(=O)Nc2cc(F)ccc2C)cc1 (stereo unspecified)	-12	2	1	14	-19	-2	5	0.3	6
CC(=O)c1c(C)nn(CC(=O)NC2CCCN(Cc3ccc(CC(C)C)cc3)C2)c1C (stereo unspecified)	47*	3	-5	-24	-17	-11	7	1.4	-2
Cc1ccc(CN2CCN(CC(=O)N3CCC(C(N)=O)CC3)C2=O)cc1	-9	1	-2	5	-7	-4	-17	0.3	1
COc1ccccc1-n1c(SCC(N)=O)nnc1-c1ccccc1	-8	1	-1	14	-6	-15	-2	0.4	-12
Cc1ccccc1C(=O)NC1CCN(CC(=O)NC2CCCCC2)CC1	-3	0	-5	2	-24	-4	14	1.7	-17
CCc1nnc(NC(=O)c2cccc(S(=O)(=O)N3CC(c4ccccc4)CC3=O)c2)s1 (stereo unspecified)	5	0	-2	-3	-16	3	4	-0.9	3
COC(=O)[C@]12CCCCC=C1N(Cc1ccccc1)C(=O)[C@H](CC(=O)N1CCN(C(=O)c3ccco3)CC1)C2	.	13	.	.	.	.	-5	4.8	-3
CC(=O)Nc1ccc(N2C(=O)C3C4C=CC(CC4)C3C2=O)cc1 (stereo unspecified)	-21	1	-1	17	.	.	-2	1.7	-7
CCCn1c(SCC(=O)NCCCN2CCCC2=O)nc2ccccc2c1=O	2	0	-2	8	-28	6	-11	-0.3	-7
Nc1ncncc1-c1ccc(F)cc1	-7	0	-2	6	.	.	3	0.1	7
Cc1ccc(SCc2c(C(=O)N/N=C/c3ccccc3)nnn2-c2nonc2N)cc1	1	1	-6	2	-47	-14	-10	1.8	-17
O=C(O)CCCNC1=NCCC1	-10	1	-2	7	-1	-14	-9	-0.2	-5
CC(C)[C@H](NC(=O)c1cccc(S(=O)(=O)N2CCOCC2)c1)C(=O)NCc1ccc(F)cc1	-16	1	-6	11	-3	-7	-5	-0.3	-1
COc1ccc(CNC(=O)C/C(C)=N/NC(=O)Cc2ccc(OC)cc2)cc1	-13	1	-8	3	-10	-6	-5	0.6	-4
CN(C(=O)COC(=O)c1ccc(Br)c(S(=O)(=O)N2CCOCC2)c1)C1CCCCC1	-13	12	-1	-3	-10	-8	-8	4.9	-4
Cc1ccc(Cl)c(OCC(=O)NCC(c2cccs2)N2CCOCC2)c1 (stereo unspecified)	0	23	-3	-4	-19	-17	-4	13	-12
COc1ccc(C(=O)Nc2cc(C)on2)c(OC)c1	-1	1	1	18	2	2	0	-0.6	23
CCCCCCN=C(C)C1=C(O)C(C(=O)OC)C(C)(C)CC1=O (stereo unspecified)	-8	0	-2	7	-19	-18	0	0.1	3
CCOC1(OCC)OC(c2ccccc2)=C(C#N)C(C=Cc2ccccc2)C1(OCC)OCC (stereo unspecified)	-4	-1	-1	-8	.	.	2	0.1	-12
COC(=O)CSc1nnc(CNC(=O)c2ccccc2F)n1-c1ccccc1	-2	1	-1	7	-4	-4	2	2.9	-11
Cc1cc(C)nc(NC(=O)CCN2C(=O)c3ccccc3S2(=O)=O)n1	0	1	-2	2	-6	2	2	5.3	1
O=C(Nc1cccc(S(=O)(=O)NC2=NCCC2)c1)C1CCC1	2	1	-6	1	-9	-7	5	0.5	-11
CCc1nccn1C(=O)c1cnn2c(C(F)F)cc(-c3ccc(C)cc3)nc12	-7	-3	-9	5	-13	-8	0	-1.3	-8
COc1cc(NC(=S)Nc2cccnc2)cc(OC)c1OC	-15	0	-2	-1	-11	0	8	0.2	-17
O=C1NC(=O)C(Cc2ccc(O)cc2)N1 (stereo unspecified)	-10	2	-1	3	.	.	-18	0.0	-1
CC(=O)NS(=O)(=O)c1ccc(NC(=O)C2c3ccccc3Oc3ccccc32)cc1	-12	1	-8	17	-14	3	-11	-0.5	1
COc1ccc2c(c1OC)C(=O)N(C(C)C(=O)O)C2=O (stereo unspecified)	12	1	-1	-7	-10	-1	12	0.0	-6
Cc1ccc(NC(=O)c2cccc(S(=O)(=O)N3CCc4ccccc4C3)c2)nc1	-17	0	-2	8	-20	-16	-3	-0.2	0
Cc1c(-c2nc(-c3ccc(C(C)(C)C)cc3)no2)n(C)oc1=O	-2	0	-5	2	-7	-13	12	0.6	-11
NS(=O)(=O)c1ccc(CCNC(=O)CCc2nc3sc4c(c3c(=O)[nH]2)CCCC4)cc1	-3	0	-4	2	-12	-3	-21	0.7	2
O=C(Nc1cccc2ccccc12)c1ccc2sc([C@@H]3O[C@H](CO)[C@H](O)[C@H](O)[C@H]3O)nc2c1	-4	0	6	9	.	.	-6	-0.1	9
CC(C)C(NC(=O)CN(c1cccc(F)c1)S(C)(=O)=O)C(C)C	-2	0	-4	0	-4	-3	0	0.7	-4
Cc1nc(C)c(-c2ccn(C(=O)NC(C)C)n2)s1	-12	0	-1	9	-20	-5	-3	1.6	-8
COC(=O)CCC(=O)NC(=S)Nc1ccccc1F	-8	1	-1	2	-15	-9	-10	0.7	-7
CN(C(=O)COC(=O)C1(C)CC1(Cl)Cl)c1c(N)n(Cc2ccccc2)c(=O)[nH]c1=O (stereo unspecified)	1	0	-4	6	4	-4	-1	0.2	-6
CCOC(=O)c1ccc(N/C=C/C(=O)c2ccccc2)cc1	8	1	-5	-7	-18	0	-3	0.4	10
Cc1ccc(S(=O)(=O)CS(=O)(=O)c2ccc(C)cc2)cc1	-15	1	-4	4	.	.	-15	0.4	-16
Cc1c(NC(=O)c2cc(-c3ccc(F)cc3)nc3ccccc23)c(=O)n(-c2ccccc2)n1C	15	15	-1	-8	-19	-6	9	4.4	-4
COc1ccccc1NC(=O)c1sc2nc(C)cc(C)c2c1N	-13	0	0	9	-16	-4	-3	1.0	2
COc1ccc(O)c(C=Nc2cc(C)on2)c1	-5	2	0	5	-10	-5	-19	0.4	-10
CCOc1ccc(NC(=O)Cc2nnc(SCC(=O)N3CCOCC3)n2C)cc1	-12	0	-1	5	-1	0	-7	-0.4	-2

# (further entries)
compound	CHRM1 antagonist	CHRM4 agonist	CHRM1 agonist	CHRM1 PAM	CHO parental Ca	OXTR potentiate	CHRM4 antagonist	CHO-K1 Ca ag	CHO-K1 Ca antag
O=C(O)c1ccccc1NS(=O)(=O)c1ccc(NN=Cc2ccc(F)cc2)c([N+](=O)[O-])c1	-3	2	-3	4	-19	-3	1	0.0	9
CC1CC(C)CN(CCCCOc2ccc([N+](=O)[O-])cc2)C1 (stereo unspecified)	24*	1	-8	-24	-20	-3	9	0.8	-10
CN(C)CCNc1ncnc2c1sc1nc(N3CCOCC3)c3c(c12)CC(C)(C)SC3	-2	5	-6	4	-9	-13	-4	0.7	-16
O=C(CSc1nccn(-c2ccc(F)c(Cl)c2)c1=O)NC1CCCC1	7	1	-4	-3	-5	-6	-2	0.1	12
O=C(NS(=O)(=O)Oc1ccccc1F)OC[C@@H]1CCCN2CCCCC12 (stereo partly specified)	-12	2	-1	15	8	-9	-4	-0.2	5
O=C(O)Cc1ccc(OCc2ccc(Cl)nc2)cc1	2	1	-4	4	-16	-5	-1	-0.1	0
O=C(N/N=C/c1ccc(N2CCOCC2)cc1)c1cccs1	0	3	-5	-7	-14	-7	0	1.3	6
O=C(Oc1ccc(-c2nccc(-c3ccccn3)n2)cc1)c1cccc(C(F)(F)F)c1	-25	1	-2	3	-11	3	3	0.4	0
CCn1c(SCC(=O)N(Cc2ccccc2)C2CCS(=O)(=O)C2)nc2ccccc2c1=O (stereo unspecified)	-5	-1	-3	5	-20	-7	-6	0.5	0
Cc1ccc(S(=O)(=O)c2c(N)n(CC3CCOC3)c3nc4ccccc4nc23)cc1 (stereo unspecified)	1	1	-6	-3	-32	0	-7	-0.2	-15
CCOC(=O)N1CCN(C(=O)C[C@@H]2C[C@@]3(C(=O)OCC)CCC=C3N(Cc3ccco3)C2=O)CC1	.	0	.	.	.	.	0	0.3	-21
Cc1csc(NC(=O)c2ccc(S(=O)(=O)N(C)c3ccccc3)cc2)n1	-30	9	-1	-9	-10	-15	-9	2.6	12
CS(=O)(=O)c1cccc(-c2nnc(NC(=O)CCS(=O)(=O)c3ccccc3)o2)c1	-7	1	-2	7	4	-12	-3	1.3	-3
COc1ccccc1C(=O)NC(=S)Nc1ccc(Cc2ccncc2)cc1	-3	18	-4	-8	20	-12	-16	6.5	-5
CCC(=O)N(CCC(Cc1ccccc1)c1ccco1)Cc1ccco1 (stereo unspecified)	-3	-1	-3	7	-25	1	6	-0.6	13
Cc1cccc2c1-c1sc(C(=O)Nc3nccs3)cc1CO2	6	5	-1	-1	-5	-2	-10	1.2	-1
